# Screening results (PubChem BioAssay)
# MgcRacGAP inhibition: MgcRacGAP GTPase-activating activity inhibitors, confirmation, biochemical, ADP Hunter fluorescence. MgcRacGAP-stimulated Rac1 GTP hydrolysis, ADP Hunter fluorescence; higher % means a stronger effect; GST-tagged Rac1 F28L mutant substrate. inhibition, % at 30 µM, or IC50 in µM where a hit was titrated. 0.6% of 340,000 active. AID 624330, 2012;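 active means first-screen hits whose inhibition reached a set limit at any dose in the follow-up dose series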;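 further: fluorescence reports GDP produced by GAP-driven GTP hydrolysis; strong numbers were not always called active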
# RSV antiviral HEp-2: RSV antiviral activity via CPE protection, HEp-2 cells, primary 10 µM value included (AID 2391); HEp-2 cells, RSV-induced CPE inhibition; higher % means a stronger effect; CPE inhibition, % at 10 µM; hits with a dose series show IC50 in µM; 0.13% of 310,000 active; in the data active means a potency from the dose series; further: strong numbers were not always called active
# Dengue-2 NS5 capping: Dengue-2 NS5 methyltransferase inhibitors, primary screen, biochemical, confirmation dose response (AID 588689). Genome polyprotein (Dengue virus type 2 (strain 16681-PDK53)). Dengue-2 NS5 methyltransferase capping enzyme assay, biochemical; higher % means a stronger effect. inhibition, % at 25 µM, or IC50 in µM where a hit was titrated. 0.3% of 340,000 active; in the data active means a potency from the dose series
# The depositor's hits bear a star.
SMILES,MgcRacGAP inhibition,RSV antiviral HEp-2,Dengue-2 NS5 capping
Cc1c(NC(=O)c2cccc(NC(=O)Cc3ccc(F)cc3)c2)c(=O)n(-c2ccccc2)n1C,4%,0.9%,4%
CCC(C)c1ccc(S(=O)(=O)N2CCN(CC(O)CN3CCOCC3)CC2)cc1 (stereo not drawn),31%,-1.1%,-6%
COc1ccc(CNC(=O)CCC(=O)c2ccccc2)cc1,4%,1.3%,-11%
COC(=O)c1c(NC(=O)CN2C(=O)NC3(CCCCC3C)C2=O)sc2c1CCC2 (stereo not drawn),6%,4.5%,1%
COc1ccc(NC(=O)CN(C)CC(=O)Nc2ccc(C)c(S(=O)(=O)N3CCCCC3)c2)cc1,5%,4.2%,-4%
O=C(CSc1ncnc2sccc12)N1CCN(C(=O)c2cccs2)CC1,13%,1.5%,-6%
O=C1CC(c2ccc(O)cc2)Oc2ccccc21 (stereo not drawn),25%,2.4%,-4%
CCOc1ccccc1NC(=O)CN1c2cccc3cccc(c23)S1(=O)=O,4%,2.4%,-4%
COc1ccccc1NS(=O)(=O)c1ccc(C)c(NC(=O)C2CCCO2)c1 (stereo not drawn),3%,1.5%,-3%
CC(C)(C)NC(=O)CN1CCCN(C(=O)c2cccc(S(=O)(=O)N3CCc4ccccc43)c2)CC1,4%,0.5%,2%
O=C(Cn1cc(Br)ccc1=O)Nc1ccc2c(c1)OCO2,3%,-0.1%,0%
CCOc1ccccc1OCC(=O)Nc1cccc(S(=O)(=O)NC2=NCCCCC2)c1,2%,1.3%,2%
COc1ccc(S(=O)(=O)N2CCOCC2)cc1NC(=O)c1cc(=O)[nH]c2ccccc12,3%,0.6%,-15%
Cc1cc(C)n(CC(=O)NNC(=O)COc2ccc(F)cc2Br)n1,10%,-0.3%,-7%
CC(=O)Nc1ccc(N)cc1,26%,2.6%,-8%
COc1ccc(CCC(=O)N2CCN(S(=O)(=O)c3cccc(Cl)c3)CC2)cc1,4%,0.8%,-12%
Cc1cc(C)c(NC(=O)COC(=O)C2CCCCC2)c(C)c1,3%,1.1%,3%
N#CCCNS(=O)(=O)c1ccc(C(=O)OCC(=O)Nc2ccc3c(c2)OCO3)cc1,6%,1.0%,-6%
CCN(CC(=O)Nc1ccc(NC(C)=O)cc1)C(=O)C1CCCC1,2%,1.3%,-9%
Cc1cc(C)c(NC(=O)CN(C)C(=O)C2CC(=O)N(c3cccc4ccccc34)C2)c(C)c1 (stereo not drawn),8%,1.2%,-9%
CC(Oc1ccc(C#N)cc1)C(=O)NC1CCCC1 (stereo not drawn),5%,-0.1%,-7%
COC(=O)c1ccc(NC(=O)C2CCN(C(=O)Nc3ccccc3)CC2)cc1,6%,2.6%,3%
O=C(COC(=O)CNC(=O)c1ccccc1)NC1CCCCC1,0%,0.2%,-9%
Cc1ccc(S(=O)(=O)N2CCN(C(=O)c3cc4c(s3)CCCC4)CC2)cc1,7%,0.8%,-4%
C=C[C@@H](C)N(Cc1ccc(OC)cc1)S(=O)(=O)N(Cc1ccccc1)[C@H](C=C)C(C)C,5%,-0.6%,-6%

# More entries follow:
SMILES,MgcRacGAP inhibition,RSV antiviral HEp-2,Dengue-2 NS5 capping
N#CCC(=O)Nc1ccc(C(=O)NNC(=O)c2ccccc2-n2cccc2)cc1,4%,2.1%,-4%
O=C(CNS(=O)(=O)c1ccccc1F)OCC(=O)c1c[nH]c2ccccc12,4%,2.5%,6%
N#Cc1ccc(-c2ccc(C3Nc4ccccc4C(=O)N3O)o2)cc1 (stereo not drawn),2%,-0.1%,-12%
Cc1cc(C)n2nc(SCC(=O)Nc3ccc(S(=O)(=O)N(C)C)cc3)nc2n1,8%,1.7%,-1%
CCc1noc(C)c1C(=O)N(CC)CC(=O)NCc1ccc(Cl)cc1,-7%,-0.3%,-3%
N#Cc1ccc(OCC(=O)N2CCN(C(=O)c3ccco3)CC2)cc1,4%,1.0%,8%
O=C(COC(=O)c1ccccc1OC(F)F)Nc1ccc(N2CCCCC2)cc1,13%,-0.3%,-3%
Cc1cccc(C)c1NC(=O)CNC(=O)C(C)NC(C)c1ccccc1Br (stereo not drawn),2%,-0.6%,-9%
O=C(COC(=O)c1ccc2ncsc2c1)Nc1ccc(Cl)cc1,4%,-0.5%,-2%
COc1ccccc1CN(C)C(=O)c1cccc(S(=O)(=O)N2CCc3ccccc3C2)c1,2%,2.8%,-4%
Cc1nc2ccc(NS(=O)(=O)c3ccccc3Cl)cc2s1,4%,1.0%,-11%
Cc1nc(Cc2nnc(SCC(=O)N3CCN(c4ccc(F)cc4)CC3)o2)cs1,1%,1.6%,-6%
Cc1cnc(C(=O)OCC(=O)Nc2c(Cl)cc(Cl)cc2Cl)cn1,2%,1.5%,3%
COc1cc(/C=C/C(=O)O)cc(S(=O)(=O)Nc2ccc3cn[nH]c3c2)c1OC,2%,2.7%,-2%
CC(=O)Oc1c(C)c2c3c(c1OC(C)=O)[C@@H](C)CC[C@@H]3[C@@H](C)C[C@H]2C=C(C)C,6%,0.1%,6%
CCOC(=O)C1=C(COC(=O)/C=C/c2ccc(C)o2)NC(=O)NC1C (stereo not drawn),6%,1.1%,-28%
COc1cc(C(=O)OCC(=O)NC2CC2)ccc1OCCC(C)C,0%,-0.9%,-5%
Cc1cccc(CNc2ncnc3ccc(-c4ccc5c(c4)OCCO5)cc23)c1,1%,14%,-2%
Cc1ccc(N2CC(C(=O)Nc3ccccc3OC(F)F)CC2=O)cc1 (stereo not drawn),8%,2.3%,-9%
Cc1ccc(C(=O)NCc2ccccc2CN2CCCC2)cc1S(=O)(=O)N1CCOCC1,6%,0.8%,-7%
COc1cc(OC)cc(-c2sc3ccc(OC)cc3c2C#CCCO)c1,9%,5.1%,-2%
C=C(NC(C)=O)c1c(F)cccc1F,5%,1.5%,-7%
CCCN(CC(=O)Nc1ccccc1C)C(=O)/C=C/c1ccc(OCC)c(OC)c1,3%,0.4%,-7%
Cc1ccc(C2(C)NC(=O)N(CC(=O)N3CCN(C(=O)c4cccs4)CC3)C2=O)cc1 (stereo not drawn),6%,1.2%,-8%
CC(=O)NCCc1ccc(C(=O)CSc2nnc(C3CC3)n2C2CC2)cc1,1%,2.3%,2%

# 19 successive records from above, quoted:
SMILES,MgcRacGAP inhibition,RSV antiviral HEp-2,Dengue-2 NS5 capping
O=C(COC(=O)c1ccccc1OC(F)F)Nc1ccc(N2CCCCC2)cc1,13%,-0.3%,-3%
Cc1cccc(C)c1NC(=O)CNC(=O)C(C)NC(C)c1ccccc1Br (stereo not drawn),2%,-0.6%,-9%
O=C(COC(=O)c1ccc2ncsc2c1)Nc1ccc(Cl)cc1,4%,-0.5%,-2%
COc1ccccc1CN(C)C(=O)c1cccc(S(=O)(=O)N2CCc3ccccc3C2)c1,2%,2.8%,-4%
Cc1nc2ccc(NS(=O)(=O)c3ccccc3Cl)cc2s1,4%,1.0%,-11%
Cc1nc(Cc2nnc(SCC(=O)N3CCN(c4ccc(F)cc4)CC3)o2)cs1,1%,1.6%,-6%
Cc1cnc(C(=O)OCC(=O)Nc2c(Cl)cc(Cl)cc2Cl)cn1,2%,1.5%,3%
COc1cc(/C=C/C(=O)O)cc(S(=O)(=O)Nc2ccc3cn[nH]c3c2)c1OC,2%,2.7%,-2%
CC(=O)Oc1c(C)c2c3c(c1OC(C)=O)[C@@H](C)CC[C@@H]3[C@@H](C)C[C@H]2C=C(C)C,6%,0.1%,6%
CCOC(=O)C1=C(COC(=O)/C=C/c2ccc(C)o2)NC(=O)NC1C (stereo not drawn),6%,1.1%,-28%
COc1cc(C(=O)OCC(=O)NC2CC2)ccc1OCCC(C)C,0%,-0.9%,-5%
Cc1cccc(CNc2ncnc3ccc(-c4ccc5c(c4)OCCO5)cc23)c1,1%,14%,-2%
Cc1ccc(N2CC(C(=O)Nc3ccccc3OC(F)F)CC2=O)cc1 (stereo not drawn),8%,2.3%,-9%
Cc1ccc(C(=O)NCc2ccccc2CN2CCCC2)cc1S(=O)(=O)N1CCOCC1,6%,0.8%,-7%
COc1cc(OC)cc(-c2sc3ccc(OC)cc3c2C#CCCO)c1,9%,5.1%,-2%
C=C(NC(C)=O)c1c(F)cccc1F,5%,1.5%,-7%
CCCN(CC(=O)Nc1ccccc1C)C(=O)/C=C/c1ccc(OCC)c(OC)c1,3%,0.4%,-7%
Cc1ccc(C2(C)NC(=O)N(CC(=O)N3CCN(C(=O)c4cccs4)CC3)C2=O)cc1 (stereo not drawn),6%,1.2%,-8%
CC(=O)NCCc1ccc(C(=O)CSc2nnc(C3CC3)n2C2CC2)cc1,1%,2.3%,2%

# Continued:
SMILES,MgcRacGAP inhibition,RSV antiviral HEp-2,Dengue-2 NS5 capping
Cn1c2ccccc2c(=O)c2cc(C#Cc3cccc(N)c3)ccc21,1%,3.2%,-2%
O=C(CN1C(=O)NC(c2ccc(F)cc2)C1=O)Nc1ccc2c(c1)OCCO2 (stereo not drawn),7%,1.2%,6%
CC(C)CN(C(=O)CCNC(=O)c1ccccc1Cl)C1CCS(=O)(=O)C1 (stereo not drawn),3%,1.7%,-2%
COc1ccc(S(=O)(=O)N2CCOCC2)cc1C(=O)NCC(c1ccco1)N1CCCC1 (stereo not drawn),6%,0.5%,-16%
CCC1CCCCN1C(=O)COC(=O)c1ccc(Br)o1 (stereo not drawn),5%,1.4%,2%
CN(CC(=O)Nc1ccc(F)cc1)CC(=O)N1CCCCC1,3%,0.5%,1%
O=c1ccc(S(=O)(=O)N2CCCC2)cn1Cc1nc(-c2ccccc2)no1,4%,1.5%,0%
CC1=C(C)CC2C(C1)C(=O)c1ccc(Br)cc1S2(=O)=O (stereo not drawn),11%,-0.1%,0%
CC(=O)N1CCN(S(=O)(=O)c2cccc(C(=O)OCC(=O)N(CCC#N)c3ccc(F)cc3)c2)CC1,-1%,0.8%,-1%
CC(=O)c1ccc(OCC(=O)Nc2ccc(N3CCCCC3)cc2)cc1,10%,0.1%,-7%
Cc1ccc(S(=O)(=O)N(C)c2ccc(OCC(=O)Nc3ccc(C(=O)N(C)C)cc3)cc2)cc1C,-4%,0.7%,2%
O=C(Cc1c(Cl)cccc1Cl)N1CCN(S(=O)(=O)c2cccs2)CC1,2%,0.5%,-4%
CCC(CC)NC(=O)CSc1ccc(S(=O)(=O)N2CCOCC2)cn1,5%,0.0%,-7%
CN(CC(=O)Nc1ccc(OC(F)(F)F)cc1)C(=O)C1CCC1,3%,-0.6%,6%
O=C(OCC(=O)N1CCc2ccccc2C1)c1ccc(OC(F)F)cc1,-2%,0.9%,9%
CCC(=O)c1ccc(OCC(=O)OCC(=O)Nc2ccc(C)c(S(=O)(=O)N3CCCCC3)c2)cc1,6%,0.6%,-13%
CC1(C)Cc2cccc(OCC(=O)NCc3ccc(F)cc3)c2O1,8%,-0.7%,-6%
O=C(NS(=O)(=O)N1CCCC1)C1=C(N2CCCC2)COC1=O,10%,1.3%,-4%
COc1ccc(C(=O)Nc2ccc(Br)cn2)cc1S(=O)(=O)N1CCOCC1,7%,-1.0%,-8%
CC1CCN(C(=O)CN2C(=O)NC3(CCCCCC3)C2=O)CC1,7%,0.2%,-8%
COCCN(C(=O)C1CCC1)c1c(N)n(CC(C)C)c(=O)[nH]c1=O,7%,-0.3%,6%
O=C(COC(=O)C1CC(O)CN1S(=O)(=O)c1ccccc1[N+](=O)[O-])c1ccc[nH]1 (stereo not drawn),0%,0.1%,-7%
COc1ccc(NC(=O)c2ccc(Cl)nc2)cc1S(=O)(=O)N1CCOCC1,6%,2.0%,-10%
CN(C(=O)CN1C(=O)c2cccc(N)c2C1=O)C1CCCCC1,7%,0.4%,19%
O=C1C=C(c2cc(F)ccc2F)C[C@@H](c2ccc(F)cc2)C1,7%,2.1%,-2%

# New compounds follow
SMILES,MgcRacGAP inhibition,RSV antiviral HEp-2,Dengue-2 NS5 capping
COc1cc(OC)cc(C(=O)NCC(=O)OC2CCCCC2=O)c1 (stereo not drawn),6%,0.6%,6%
COC(=O)c1ccc(NC(=O)CCN2C(=O)C3CC=CCC3C2=O)cc1 (stereo not drawn),4%,-0.6%,0%
CC1CCC2(CC1)NC(=O)N(CC(=O)NCc1ccc(F)cc1)C2=O (stereo not drawn),5%,1.0%,-6%
O=C(NCCCc1ccccc1)c1cccc(S(=O)(=O)N2CCOCC2)c1,8%,1.5%,3%
O=C(NCCc1ccc(F)cc1)c1ccc(Cl)c(S(=O)(=O)N2CCOCC2)c1,3%,0.5%,-3%
O=c1ccc2ccc(O[C@@H]3O[C@H](CO)[C@@H](O)[C@H](O)[C@H]3O)c(O)c2o1,-2%,0.6%,-7%
CN(Cc1ccccc1)C(=O)c1[nH]cnc1C(=O)NCc1ccc(CNC(=O)OC(C)(C)C)cc1,9%,1.2%,2%
O=C(O)/C(=C\c1ccc(Cl)c([N+](=O)[O-])c1)c1ccc(S(=O)(=O)N2CCCC2)s1,11%,0.8%,0%
COCCN(C(=O)c1cc(Cl)nc2ccccc12)c1c(N)n(Cc2ccccc2)c(=O)[nH]c1=O,9%,-0.4%,-9%
CCN(CC(=O)Nc1c(F)cccc1F)C(=O)c1ccccn1,1%,1.7%,-8%
CCCN(CC(=O)Nc1ccccc1OC)C(=O)c1ccc(COc2ccccc2)o1,2%,2.3%,8%
COc1ccc2nc(SCC(=O)N(C)C3CCCCC3)[nH]c2c1,3%,3.1%,-7%
O=C(COc1ccccc1)NNC(=O)c1ccc(Cl)cc1,6%,0.7%,2%

# Only part of the results is shown; count on the stated rates, not on these rows.
